IMPase cell inh – qHTS Assay for Identifying the Cell-Membrane Permeable IMPase Inhibitors. Inositol monophosphatase 1 (Rattus norvegicus), P97697. CHO-M1 cells, IP1 accumulation, HTRF TR-FRET ratio. inhibition (IP1 accumulation), % at 46.1 µM. 120,000 tested, under 10 active. AID 901, 2007; active = well fitted curve in the direction sought with a large enough effect in the signal ratio, not every such curve was filed as active; inconclusive = small, poorly fitted or top-dose-only effect, or a change in a side signal; inactive = no such curve, though single readings can be large or run the other way; the % refers to the signal ratio;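 note: cells stimulated with carbachol in lithium chloride buffer; plate controls were DMSO basal wells for no effect and reference inhibitor wells for full effect; higher means more IMPase inhibition seen as more IP1 and lower FRET ratio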
Target sequence (P97697 whole entry, looked up): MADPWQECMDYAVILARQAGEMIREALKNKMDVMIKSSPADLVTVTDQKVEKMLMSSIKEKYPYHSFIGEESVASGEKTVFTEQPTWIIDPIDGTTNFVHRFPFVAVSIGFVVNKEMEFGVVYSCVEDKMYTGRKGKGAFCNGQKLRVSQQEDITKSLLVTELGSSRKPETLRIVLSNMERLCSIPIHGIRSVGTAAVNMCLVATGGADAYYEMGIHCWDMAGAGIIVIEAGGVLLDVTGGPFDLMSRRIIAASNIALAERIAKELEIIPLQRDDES
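Seeded CHO-M1 cells were dosed with compound at up to 46 uM, stimulated with carbachol for 30 min, then lysed in IP-One detection reagents. Higher IP1 lowers the TR-FRET signal.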
15-hLO-2 inh – qHTS Assay for Inhibitors of 15-hLO-2 (15-human lipoxygenase 2); Polyunsaturated fatty acid lipoxygenase ALOX15B (Homo sapiens), O15296; purified 15hLO-2, xylenol orange hydroperoxide absorbance; Potency, µM (titrated, usually from 57.1 µM), for the others: at the top dose activity change, negative = inhibition, actives largely listed as inhibitors; actives 0.56% (n = 110,000); AID 881, 2007; note: potency is the fitted concentration of half-maximal effect; nearly all actives have a fitted effect of over 60% in size; many of its hits are not listed in these tables
Target sequence (O15296 whole entry, looked up): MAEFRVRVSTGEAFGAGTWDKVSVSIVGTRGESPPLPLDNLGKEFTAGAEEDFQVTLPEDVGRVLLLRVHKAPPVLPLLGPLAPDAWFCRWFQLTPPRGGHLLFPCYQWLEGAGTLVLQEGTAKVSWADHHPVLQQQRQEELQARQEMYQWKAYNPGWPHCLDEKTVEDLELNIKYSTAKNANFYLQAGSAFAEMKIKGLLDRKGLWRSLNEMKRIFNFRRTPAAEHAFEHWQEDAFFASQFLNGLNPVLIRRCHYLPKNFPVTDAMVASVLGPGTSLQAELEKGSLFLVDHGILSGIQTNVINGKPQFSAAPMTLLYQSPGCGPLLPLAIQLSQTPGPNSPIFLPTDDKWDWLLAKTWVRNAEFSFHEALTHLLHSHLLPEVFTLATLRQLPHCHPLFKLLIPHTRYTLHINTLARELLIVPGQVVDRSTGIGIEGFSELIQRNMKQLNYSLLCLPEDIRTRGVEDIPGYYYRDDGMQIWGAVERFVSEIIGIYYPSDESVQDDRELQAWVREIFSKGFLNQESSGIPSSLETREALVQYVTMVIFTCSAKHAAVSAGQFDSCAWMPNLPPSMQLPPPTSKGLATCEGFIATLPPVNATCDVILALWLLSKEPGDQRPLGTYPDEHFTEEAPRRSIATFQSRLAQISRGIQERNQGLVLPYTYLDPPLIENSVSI
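Screening format was qHTS against 50 nM purified 15hLO-2 in Hepes pH 7.5 with detergent. Activity follows hydroperoxide formation from 45 uM arachidonic acid, measured as 573:405 nm absorbance ratio of the ferric-xylenol orange complex.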
PNC assembly inh – High Content Assay for Compounds that inhibit the Assembly of the Perinucleolar Compartment; PC3M PTB-GFP, PNC prevalence imaging, 16 h; hits give low values; activity change (PNC), negative = inhibition, % at 10 µM; actives 3.1% (n = 140,000); AID 2417, 2010;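 active = readout at or below -70, meaning at least 70% loss of cells showing the perinucleolar compartment, a nuclear body marking cancer cells; inconclusive = readout between -30 and a set limit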;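 note: plate controls were DMSO wells for no effect and camptothecin positive control wells for full effect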
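Read-out is percentage of cells bearing a perinucleolar compartment, from automated 20x imaging of fixed, Hoechst-stained PC3M PTB-GFP cells. Cells were seeded 4 h, then exposed 16 h to compound (23 nl of library stock) in duplicate plates.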
ALOX12 inhib – qHTS Assay for Inhibitors of 12-hLO (12-human lipoxygenase). AID 1452, 2008. Potency, µM (titrated, usually from 57.1 µM), for inactives: at the top dose activity change, negative = inhibition, usual class: inhibitors. actives 0.12% (n = 150,000). purified 12-hLO, xylenol orange hydroperoxide absorbance. Polyunsaturated fatty acid lipoxygenase ALOX12 (Homo sapiens), P18054; note: potency is the fitted concentration of half-maximal effect; nearly all actives have a fitted effect of over 55% in size; many of its hits are not listed in these tables
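Xylenol orange chromogenic assay: hydroperoxide from 12hLO oxidises Fe(II), giving red-shifted Fe(III)-XO absorbance. Conditions: 150 nM enzyme, 40 uM arachidonic acid, 25 mM Hepes pH 7.0, 0.01% Triton X-100, 30 min, room temperature.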
Numbers without * were called inactive; ? = inconclusive; . = not tested or not shown; [ ] = another dose, or the depositor's remark. Unless noted, calls come from the whole dose curve; as a rule, active = well fitted curve in the direction sought with a large enough effect; inconclusive = small, poorly fitted or top-dose-only effect, or another doubt; inactive = no such curve, though single readings can be large; an effect the other way counts as inactive or inconclusive. Unless noted, % is set by controls: 0 for no effect and ±100 for the full control effect. A portion of the library, so the mix of outcomes need not match the whole.

SMILES	IMPase cell inh	15-hLO-2 inh	PNC assembly inh	ALOX12 inhib
CCc1ccccc1N(CC(=O)N1CCN(c2ccccc2)CC1)S(C)(=O)=O	3	2%	23	-2%
O=CNCC(=O)NCCc1ccc(Cl)cc1	?	-4%	?	1%
c1ccc(Cn2nnc3c(NCC4CCCO4)ncnc32)cc1 (stereo unspecified)	-10	-1%	29	-1%
O=C(CSc1nnc(NC2CCCCC2)s1)NN1C(=O)NC2(CCCCC2)C1=O	-5	.	9	2%
Cn1c(-c2ccccc2)cnc1SCC(=O)N1CCCCC1	0	.	?	-2%
CN(C)CC#CCCCCCCC#CCN(C)C	3	11%	21	-1%
Cc1[nH]c2ccccc2c1/C=C(\C#N)S(=O)(=O)c1ccccc1	-2	-17%	46	-3%
CC(=O)Nc1cc(-c2ccc(Cl)cc2)nn1-c1ccccc1	-7	.	?	-1%
COc1ccc(CCn2nnnc2C(C(C)C)N2CCC(C(N)=O)CC2)cc1OC (stereo unspecified)	4	1%	8	-1%
O=C(CSc1nccn1Cc1ccccc1)Nc1nccs1	8	4%	33	1%
COc1ccc(C(=O)Cc2ccc3c(c2)OCO3)c(O)c1	.	.	57	8%
c1ccc2c(-n3ccnc3)nc(-c3ccoc3)nc2c1	.	8%	.	-4%
CCOc1ccccc1-n1c(CN2CCN(C(=O)c3ccco3)CC2)nc2ccccc2c1=O	3	0%	-17	2%
Cc1ccc2cc(C)c(Sc3nnnn3-c3ccccc3)nc2c1	.	.	0	2%
CC1=NN(/C(=N\c2nnc(C)s2)Nc2ccc(C)cc2)[C@H](c2ccc(C)cc2)S1	4	.	3	-21%
COC(=O)C1(S(=O)(=O)c2cc(Br)cc3c2N(C(C)=O)CC3)CC1	-5	1%	79	4%
CCN(CC)c1ccc(S(=O)(=O)N2CCOCC2)cc1NC(=O)CSc1cccc[n+]1[O-]	.	.	12	-2%
CCCCc1ccc(-c2nc(N)n[nH]2)cc1	-1	14%	-11	-3%
Cc1cccc(NS(=O)(=O)c2cc(C(=O)N3CCN(C)CC3)ccc2C)c1	-4	6%	49	0%
O=C(CSc1nnnn1C1CCCC1)c1ccc2c(c1)OCCO2	5	-2%	25	-4%
CSCCC(NS(=O)(=O)c1cccs1)C(=O)NCc1cccs1 (stereo unspecified)	1	-9%	10	1%
CCc1ccc(N2C(=O)CN(Cc3ccc(OC)c(OC)c3)C2=S)cc1	0	.	48	-4%
COC(=O)c1ccccc1NC(=O)N[C@@H](C)C(=O)OC	-1	-5%	?	-3%
CCCc1c(C(=O)OCC)[nH]c2c1C(=O)CCC2	14	-1%	-15	-3%
CC(C)(C)CC(=O)OCC(=O)Nc1cc(C(C)(C)C)nn1-c1ccccc1	?	1%	25	2%

The closing 3 entries of the section above lead into the next:
SMILES	IMPase cell inh	15-hLO-2 inh	PNC assembly inh	ALOX12 inhib
COC(=O)c1ccccc1NC(=O)N[C@@H](C)C(=O)OC	-1	-5%	?	-3%
CCCc1c(C(=O)OCC)[nH]c2c1C(=O)CCC2	14	-1%	-15	-3%
CC(C)(C)CC(=O)OCC(=O)Nc1cc(C(C)(C)C)nn1-c1ccccc1	?	1%	25	2%
O=C(NCc1cccs1)C1CCCN(S(=O)(=O)c2cccc3cccnc23)C1 (stereo unspecified)	-4	-7%	-17	1%
Cc1ccc(NC(=O)CSc2nnc([C@@H]3CCCN3C(=O)OC(C)(C)C)o2)c(C)c1	1	-10%	-10	6%
Cc1cccc(C(=O)N/N=C/c2ccccn2)c1	.	.	-28	2%
Cc1ccc(N2CCN(C(=O)c3ccccc3NC(=O)C3CCCCC3C(=O)O)CC2)cc1 (stereo unspecified)	.	.	-23	-1%
Cn1nnc2cc(NC(=O)N3CC4(C)CC3CC(C)(C)C4)ccc21 (stereo unspecified)	-10	-1%	-21	-2%
CCOC(=O)c1cn(CC(=O)Nc2ccccc2C(=O)OCC)nn1	-2	-18%	-12	1%
Cc1ccc(C(=O)N/C(=C/c2cccc([N+](=O)[O-])c2)C(=O)NC(C)C)cc1	-6	.	-26	-5%
COc1ccc(S(=O)(=O)N2CCC(O)(c3ccc4c(c3)OCO4)CC2)cc1	-2	-5%	-27	-7%
c1ccc(-c2nc(-c3cccnc3)n[nH]2)cc1	-5	.	?	-2%
Cc1ccccc1-n1cnnc1SCC(=O)N1CCN(c2ccccc2)CC1	1	2%	-13	10%
CC(=O)OCC(=O)[C@@]1(O)CC[C@H]2[C@@H]3CCC4=CC(=O)C=C[C@]4(C)[C@H]3[C@@H](O)C[C@@]21C	.	.	?	1%
O=C(N=NC(=O)c1ccc2c(O)n(C3CCCCC3)c(O)c2c1)c1cccnc1	5	0%	56	1%
CC(C)NS(=O)(=O)c1ccc(OCC(=O)NCc2ccc3c(c2)OCO3)c(Cl)c1	2	-6%	-8	-4%
Cc1cc(C)c(S(=O)(=O)N2CCN(CCN3C(=O)c4cccc5cccc(c45)C3=O)CC2)cc1[N+](=O)[O-]	.	.	31	1%
CCOC(=O)CSc1nc2ccccc2c(=O)n1CC1CCCC1	5	.	?	-1%
O=C(O)CSc1nc2ccccc2[nH]1	-5	0%[11.4 µM]	39	-1%[11.4 µM]
COc1ccc(NC(=S)Nc2ccc3nccnc3c2)cc1	.	.	-2	-4%
COc1ccc(C(=O)COc2nc(C)cc(C)c2C#N)cc1	8	4%	-3	-10%
NC(=O)C1CCN(CC(=O)Nc2cccc(C(=O)Nc3cccc(C(F)(F)F)c3)c2)CC1	10	.	-24	1%
O=S(=O)(/C=C/c1ccccc1)n1cnc2ccccc21	-1	-6%	16	-1%
O=C1N(CCCCN2C(=O)C3(OCCO3)c3ccccc32)c2ccccc2C12OCCO2	7	5%[2.29 µM]	-17	-3%
O=C(O)c1cc(NS(=O)(=O)c2ccc(N3CCCCC3)c([N+](=O)[O-])c2)cc(C(=O)O)c1	.	.	10	-1%
COc1ccc(N2CCN(C(=O)c3cn(C)c(=O)c4c3c3ccccc3n4C)CC2)cc1	-1	-4%	-14	-9%
COC(=O)c1c(NC(=O)CN2CCN(Cc3ccc4c(c3)OCO4)CC2)sc(C)c1C	9	33%[activator]	32	-12%
Cc1cc(NC(=O)C(C)C)ncc1NC(=O)Cc1ccccc1	-12	1%	4	0%
(further entries)
SMILES	IMPase cell inh	15-hLO-2 inh	PNC assembly inh	ALOX12 inhib
CS(=O)(=O)NCc1ccc(C(=O)NCc2ccccc2)cc1	?	4%	48	3%
N#C/C(=N/Nc1ccccc1F)C(=N)N1CCOCC1	5	-29%	8	-24%
CCOC(=O)c1c(NC(=O)COc2ncnc3ccccc23)sc(C(C)=O)c1C	.	.	30	-4%
COc1ccccc1CC(=O)N1CCCC1	-12	-1%	?	1%
COC(=O)CN1CCN(C(=O)c2ccc(F)cc2)c2ccccc2C1	15	1%	30	1%
COc1ccc(CCNC(=O)Cn2nnc(-c3ccc(N(C)C)cc3)n2)cc1OC	4	.	?	0%
CCOC(=O)CC(=O)CSc1ncc(C(=O)OCC)c(N)n1	2[0.369 µM]	.	?	2%
Cn1ccnc1C(O)c1ccco1 (stereo unspecified)	-4	-1%	45	0%
Nc1nc(-c2ccccc2)c(CC(=O)O)s1	.	-8%[11.4 µM]	.	-1%[11.4 µM]
Cc1ccc(N2C(=O)[C@@H]3[C@H](C2=O)C2c4ccccc4C=CN2[C@@H]3C(=O)c2ccco2)cc1 (stereo partly specified)	-25	?	-7	-10%
COC(=O)c1ccccc1NC(=O)c1c(O)c2cccc3c2n(c1=O)CCC3	0	-9%	-5	-5%
CCC(CO)N=CC1=C(O)C(C(=O)c2ccccc2)CCC1=O (stereo unspecified)	-2	-1%	22	-6%
C(=N\n1cnnc1)/c1cccn1-c1ccccc1	-5	-6%	-8	-7%
O=C(CN1CCOCC1)OCCCc1ccccc1	1	0%	33	1%
CCCOc1ccccc1NC(=O)c1c(-c2ccccc2)noc1C	3	-1%	-14	-8%
Cc1ccccc1-c1cc(C(=O)Nc2sc(C)c(C)c2C(N)=O)c2ccccc2n1	30	-18%	0	-11%
Cc1ccc(Oc2cc(-n3nc(C)cc3C)ncn2)cc1	14	.	30	5%
COc1ccccc1-c1nnc(NC(=O)c2ccc3ncsc3c2)o1	.	.	-121*	-1%
O=S(=O)(Nc1ccccc1N1CCOCC1)c1ccc(Cl)s1	1	-12%	-10	-3%
c1ccc(CSC2=NCCCN2)cc1	2	3%	-16	-10%
COc1ccc(N2CCN(C(=O)CCCn3c(=O)[nH]c4cc(Cl)ccc4c3=O)CC2)cc1	-3	3%	48	2%
C/C(O)=C(/N=O)C(=O)Nc1ccccc1	2	-5%	-21	1%
CCOc1ccccc1NC(=S)NC1CCCCC1	.	.	-12	?
Cc1cccc(OC(C)C(=O)N2CCCc3ccccc32)c1 (stereo unspecified)	.	.	-8	-3%
Cc1ccc(NCCC(=O)c2cccc([N+](=O)[O-])c2)c(C)c1	?	-28%	-84*	0%
(continued)
SMILES	IMPase cell inh	15-hLO-2 inh	PNC assembly inh	ALOX12 inhib
Nc1c(C(=O)NCc2ccco2)nnn1-c1ccccc1	-1	-5%	?	0%
CCC(C)Sc1nc2c(c(=O)[nH]c(=O)n2C)n1Cc1ccc(Cl)cc1 (stereo unspecified)	6	-9%	-17	-9%
CC(=O)c1ccc(OCCCC(=O)NCC(c2ccco2)N(C)C)cc1 (stereo unspecified)	3	10%	15	-1%
CN(C)c1nc(Cl)nc(NCCOc2ccccc2)n1	.	.	22	0%
COc1ccc(C(=O)N(C)Cc2ccccc2)cc1Br	-1	.	-18	-4%
COc1ccccc1NC(=O)CN1CCN(C2c3ccccc3-c3ccccc32)CC1	3	18%	64	6%
Cc1ccc(CNC(=O)c2ccc(COc3ccccc3)cc2)cc1	.	.	?	-2%
Cc1ccc(C2CN(c3ccccc3)CC2C(=O)c2ccc(F)cc2)cc1 (stereo unspecified)	-6	11%	33	1%
COc1ccc(Cl)cc1NC(=O)Nc1ccc(Br)cn1	1	-2%	-25	1%
COc1ccc(-c2cc(C(F)F)n3ncc(C(=O)N4CCN(C(=O)c5ccco5)CC4)c3n2)cc1	-1	-1%	?	5%
COc1ccc(OC)c(NC(=S)NCCSc2ccc(C)cc2)c1	.	.	?	-22%
FC(F)(F)c1cc(-c2ccco2)nc(NCc2ccc(Cl)cc2)n1	-1	16%	21	-10%
COc1ccc(N=CC2=C(O)CCCC2=O)cc1	3	-8%	?	-2%
Cn1cc(Cl)c(-c2n[nH]c(=S)n2-c2ccccc2)n1	.	.	22	-1%
CCOC(=O)c1c(SC)nc(SC)c2c1CCC2	0	-10%	10	0%
Cc1ccccc1Nc1nc(N)nc(COC(=O)CC2CC3CCC2C3)n1 (stereo unspecified)	-4	.	-9	-6%
COc1ccc(OC)c(C(=O)CSc2nc3c(c(=O)n(C)c(=O)n3C)n2C(C)C)c1	3	-2%	8	3%
O=C(CSc1ccc(-c2ccco2)nn1)NCc1ccc(Cl)cc1	-9	.	16	-5%
COc1ccc(CN(CC(=O)NC2CCCC2)C(=O)CCC(=O)Nc2cc(C)on2)cc1	4	.	-22	-3%
N#C/C(=C/c1ccc(N2CCCC2)c([N+](=O)[O-])c1)c1nc2ccccc2[nH]1	6	-16%	55	0%
CCOC(=O)c1c(C=O)c(C)n(Cc2ccccc2)c1C	-2	?	40	-5%
COc1ccc(S(=O)(=O)Cc2ccc(C(=O)NCCCN3CCc4ccccc4C3)o2)cc1	16	21%	2	2%
Cc1nnc(NC(=O)C2CCCO2)s1 (stereo unspecified)	12	.	?	5%

Compound activity: PubChem, National Center for Advancing Translational Sciences (NCATS)
